Source: PubChem
FadD28 FP inh = M. tuberculosis FadD28 bisubstrate binding inhibition | FadD28 bisubstrate probe binding, fluorescence polarization | inhibition, % at 12.5 µM | 0.22% of 360,000 active; in the data active = inhibition above about 8.5%, passing the limit was not always enough; inconclusive = no clear call, values can overlap the other calls
BoNT F protease = BoNT F light chain protease inhibition; inhibition, % at 10 µM; 0.22% of 360,000 active; Multiplex microsphere protease cleavage assay, flow cytometry; AID 588497; in the data active = inhibition above about 35%, passing the limit was not always enough; inconclusive = no clear call, values can overlap the other calls; note: plate controls were buffer without enzyme for full effect and enzyme alone for no effect
Mtb UGM inh = inhibitors of M. tuberculosis UDP-galactopyranose mutase. P9WIQ1. purified UGM, fluorescence polarization probe displacement. inhibition, % at 10 µM. 0.06% of 320,000 active. AID 504406; in the data active = inhibition above about 10%, passing the limit was not always enough; inconclusive = no clear call, values can overlap the other calls
Target sequence (P9WIQ1 whole entry, looked up): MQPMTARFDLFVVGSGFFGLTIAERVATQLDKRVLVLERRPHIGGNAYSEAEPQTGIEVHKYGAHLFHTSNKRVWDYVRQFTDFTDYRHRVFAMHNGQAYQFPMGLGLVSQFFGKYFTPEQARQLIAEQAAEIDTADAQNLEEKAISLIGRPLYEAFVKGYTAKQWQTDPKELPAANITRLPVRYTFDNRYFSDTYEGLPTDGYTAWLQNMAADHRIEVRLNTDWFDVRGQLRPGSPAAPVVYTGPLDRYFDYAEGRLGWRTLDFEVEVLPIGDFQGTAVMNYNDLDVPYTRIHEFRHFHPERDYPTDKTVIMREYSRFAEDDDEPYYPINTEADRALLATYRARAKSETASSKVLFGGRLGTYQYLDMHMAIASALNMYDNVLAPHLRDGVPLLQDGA
PfHsp40 rescue = rescue of PfHsp40-mediated yeast toxicity. S. cerevisiae expressing PfHsp40, growth rescue, ATP luminescence. growth rescue, % at 12.5 µM. 0.68% of 340,000 active. AID 504582; in the data active = growth rescue above about 28%, passing the limit was not always enough; inconclusive = no clear call, values can overlap the other calls;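 note: yeast W303a lacking pdr1 and pdr3 grown in galactose medium; growth measured after three days at 30 °C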
BoNT-A LC inh2 = inhibitors of Botulinum neurotoxin A light chain protease; multiplex microsphere protease substrate cleavage, flow cytometry; inhibition, % at 10 µM; 0.17% of 360,000 active; note: plate controls were buffer without enzyme for full effect and enzyme alone for no effect
Anthrax LF prot = inhibitors of Bacillus anthracis lethal factor protease. multiplex microsphere protease cleavage assay, LF. inhibition, % at 10 µM. 0.12% of 360,000 active; note: plate controls were buffer without enzyme for full effect and enzyme alone for no effect
Mtb FBA inh = inhibitors of M. tuberculosis fructose-bisphosphate aldolase; P9WQA3; 2.3% of 360,000 active; purified M. tuberculosis FBA, fluorescence read-out; inhibition, % at 1 µM; in the data active = inhibition above about 27%;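 note: 0% = vehicle and 100% = reference inhibitor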
Target sequence (P9WQA3 whole entry, looked up): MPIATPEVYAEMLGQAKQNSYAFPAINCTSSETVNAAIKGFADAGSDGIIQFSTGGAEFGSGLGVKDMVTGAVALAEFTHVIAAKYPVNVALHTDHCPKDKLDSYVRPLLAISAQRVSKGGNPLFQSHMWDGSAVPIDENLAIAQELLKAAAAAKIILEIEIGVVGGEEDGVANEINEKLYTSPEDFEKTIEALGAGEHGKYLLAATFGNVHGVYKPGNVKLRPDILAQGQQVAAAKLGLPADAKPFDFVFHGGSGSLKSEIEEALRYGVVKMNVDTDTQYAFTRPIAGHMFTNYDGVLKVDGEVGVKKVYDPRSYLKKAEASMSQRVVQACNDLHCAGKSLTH
GDH-TPI inh = inhibits GDH-TPI coupling enzymes, artifact for Mtb FBA screen; GDH-TPI coupled enzyme counterscreen, NADH absorbance; inhibition, % at 4.8 µM; 1.2% of 360,000 active; in the data active = inhibition above about 30%;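 note: 0% = DMSO wells and 100% = wells lacking the enzyme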
BioA inh = blocks M. tuberculosis BioA enzyme activity. purified M. tuberculosis BioA enzyme, plate reader. inhibition, % at 9.99 µM. 0.096% of 360,000 active. AID 602481; in the data active = inhibition above about 40%; inconclusive = no clear call, values can overlap the other calls
Starred values were filed as active, the others as inactive; ? = inconclusive; / = no result given; + = active, no number. Cut-off read from the data, not from the text of the source, unless noted: active = inhibition above about 30%; inconclusive = no clear call, values can overlap the other calls; inactive = below that.

#	smiles	FadD28 FP inh	BoNT F protease	Mtb UGM inh	PfHsp40 rescue	BoNT-A LC inh2	Anthrax LF prot	Mtb FBA inh	GDH-TPI inh	BioA inh
1	O=c1c2ccccc2sn1-c1ccc(Cl)cc1	-1.1	2	/	/	5.5	1	4	-2	-1.0
2	COc1ccc(NC(=S)N(CCCN2CCCCCC2)Cc2cccs2)cc1	1.1	0	0.7	-0.6	0.3	2	5	-4	0.4
3	Cc1ccccc1NC(=O)C1C2C=CC(C3CC23)C1C(=O)O (configuration not stated)	-2.2	-4	-0.5	2.4	-0.1	-4	0	6	/
4	COc1ccc(C2CC(=O)C(C=NCCN3CCN(C(=S)Nc4ccccc4)CC3)=C(O)C2)cc1OC (configuration not stated)	0.3	5	-1.6	-0.4	0.2	-1	4	6	/
5	COc1ccc(Cl)cc1NC(=O)Nc1cn(C)nc1C	-0.6	/	3.7	0.8	/	/	0	19	-0.2
6	Cc1cc(SCC(=O)OCC(=O)N(C)c2ccccc2)nc2ccccc12	-2.9	-1	3.7	-0.2	-6.3	4	-1	7	/
7	CCc1nc(SCC(=O)c2ccc3c(c2)OCCO3)c2ccccc2n1	-2.4	0	1.6	-0.5	0.9	-2	1	6	-2.6
8	CCC(=O)NC(NCC1CCCO1)C(Cl)(Cl)Cl (configuration not stated)	2.6	-4	3.1	0.3	-0.9	1	1	-8	-0.8
9	CCC(=O)Nc1ccc(NC(=O)CSc2nnnn2C2CCCC2)cc1C	1.0	-7	/	4.1	-0.6	-1	-2	8	-1.3
10	Cc1ccc2[nH]c3c(c2c1)CCCC3=O	-2.7	0	-2.3	2.8	-0.7	-5	12	12	-3.6
11	CC(C)n1c(SCCCc2ccccc2)nc2c1c(=O)[nH]c(=O)n2C	-1.8	-3	/	-0.7	-0.3	-6	-2	11	0.1
12	C/C(=N\NC(=O)c1c(C)nc2ccccn12)c1ccco1	-2.1	0	0.5	0.7	-0.3	-1	-12	-7	/
13	CCCCc1cc(=O)oc2c3c(cc(OCC(=O)NCCCO)c12)OC(C)(C)CC3	-2.1	-16	1.3	1.0	-0.6	-7	+	10	1.9
14	COc1ccc(-c2[nH]ncc2CN2CCCN(c3ccccc3)CC2)c(F)c1	-1.2	-5	-0.7	-1.2	-0.4	-1	1	4	-3.5
15	Cc1ccc2[nH]cc(CCNC(=O)c3ccco3)c2c1	-3.0	0	0.4	1.0	0.0	2	0	2	0.7
16	COC(=O)[C@H](C)NC(=O)Nc1cccc(C)c1	-3.6	-4	4.1	-0.2	-0.5	2	-2	-3	/
17	CCc1nc2ccc(C(=O)NCCOc3ccc(OC)cc3)cn2c1N(C)Cc1ccc(N(C)C)cc1	-1.2	-2	/	/	-1.2	-4	2	4	-2.0
18	Cc1onc(-c2ccccc2)c1C(=O)OCc1nnc(-c2ccccc2)o1	-3.2	/	0.2	-0.2	/	/	-3	-10	/
19	CC(=O)Oc1cc(O)c2c(=O)c(OC(C)=O)c(-c3ccc(OC(C)=O)c(OC(C)=O)c3)oc2c1	-0.6	-15	2.8	1.6	-0.3	-5	0	19	1.2
20	Cc1ccc(/C=N\NC(=O)c2cncc(Br)c2)o1	-1.7	2	0.8	1.2	0.0	1	-4	26	/

Next entries follow.
#	smiles	FadD28 FP inh	BoNT F protease	Mtb UGM inh	PfHsp40 rescue	BoNT-A LC inh2	Anthrax LF prot	Mtb FBA inh	GDH-TPI inh	BioA inh
21	N#C/C(=C\c1ccc(-c2cccc([N+](=O)[O-])c2)o1)C(=O)N1CCOCC1	-1.3	-6	-1.4	1.5	0.8	1	4	25	/
22	COc1cccc(/C=N/NC(=O)CSc2nnc(C)n2-c2ccccc2)c1OC	-0.8	-2	6.3	0.7	0.2	-2	0	3	-0.6
23	CC1(C)COC(/C=C/c2cccc([N+](=O)[O-])c2)=N1	-2.8	4	-1.2	0.9	1.4	-2	-1	-6	/
24	O=C(CSc1nnc(-c2ccccn2)o1)Nc1ccccc1Cl	-2.1	4	2.5	-1.0	-0.1	0	3	5	-0.4
25	COc1ccc(N(C)C(=O)Cn2c(=O)oc3ccccc32)c(OC)c1	-0.2	9	-0.6	0.5	0.0	7	0	4	11
26	CC(C)C(c1nnnn1Cc1ccco1)N1CCN(C2CCCC2)CC1 (configuration not stated)	-3.7	?	-3.1	-1.5	-1.2	-4	4	-6	0.7
27	CC1CC(C)CN(c2nc(N(C)c3ccccc3)nc(N)c2[N+](=O)[O-])C1 (configuration not stated)	-0.8	-14	-4.5	1.7	-0.3	-2	-2	12	/
28	O=C(c1ccc(F)cc1)N(Cc1ccco1)C1CCS(=O)(=O)C1 (configuration not stated)	-0.4	10	-10	-0.6	-0.6	-4	-1	-1	-0.9
29	O=C(O)c1ccc(-n2cccc2/C=C2/NC(=O)N(c3cccc(Cl)c3)C2=O)cc1	2.0	-11	/	1.0	-1.3	-5	2	8	/
30	CC(=O)NN1C(=O)c2ccccc2NC1c1cccnc1 (configuration not stated)	1.5	2	-1.4	-2.2	0.5	-4	30*	0	/
31	O=C(CN(C(=O)CCC(=O)Nc1nccs1)c1ccc2c(c1)OCO2)NCc1ccc(F)cc1	0.9	-3	0.8	0.3	0.6	-2	7	-3	2.0
32	NC(=O)C1CCN(S(=O)(=O)c2cc3c4c(c2)CCN4C(=O)CC3)CC1	-2.9	-12	-1.2	-0.4	-1.7	2	-1	-5	1.1
33	O=C(CN1CCN(c2ccccc2)CC1)NC(=O)NCc1ccco1	-0.6	9	3.0	-1.7	0.7	-2	2	0	3.0
34	c1ccc(COC2CCCN(Cc3nc(-c4cnccn4)no3)C2)cc1 (configuration not stated)	-1.2	2	-3.2	-1.0	0.6	-1	1	13	-0.5
35	C/C(CC(=O)Nc1ccc(C)c(Cl)c1)=N\NC(=O)c1ccco1	-1.8	5	1.3	0.2	-0.3	-7	-2	5	/
36	O=c1oc2ccccc2cc1N1CCOCC1	0.5	1	-2.9	-0.4	0.3	-1	-5	-2	/
37	O=C(CC(=O)c1ccccc1)CC(O)(C=Cc1ccccc1)c1ccccc1 (configuration not stated)	-4.2	0	/	20	0.2	-7	-4	7	-0.2
38	Cc1ccc(NC(=O)CSc2nnc(-c3ccccc3C)o2)cc1C	-0.9	/	0.9	-0.8	/	/	2	0	1.3
39	COC(=O)c1ccc(N2CCN(C(C)=O)CC2)c(NC(=O)COc2ccccc2C)c1	-1.4	-4	-0.3	1.2	-0.3	-5	0	3	8.6
40	O=C(N/N=C/c1cccnc1)c1ccccc1OCc1ccc(Br)cc1	-5.1	1	-0.3	-1.0	-0.8	4	-5	7	30

More entries follow.
#	smiles	FadD28 FP inh	BoNT F protease	Mtb UGM inh	PfHsp40 rescue	BoNT-A LC inh2	Anthrax LF prot	Mtb FBA inh	GDH-TPI inh	BioA inh
41	CC(C)c1ccc2[nH]c3nc(SCC(=O)N4CCOCC4)nnc3c2c1	-2.7	-5	-0.5	-1.1	-1.5	-6	-1	6	/
42	O=C1CSC(c2ccccc2Cl)N1 (configuration not stated)	-0.3	-2	-0.9	4.0	0.2	-5	3	-5	-0.7
43	O=S(=O)(/N=C(/NNS(=O)(=O)c1ccccc1)c1ccccc1)c1ccccc1	-2.4	1	1.2	-0.6	-0.8	-5	-4	7	/
44	COc1ccccc1NC(=O)CN1CCN(C(=O)C2CCCO2)CC1 (configuration not stated)	-3.7	-8	0.0	-0.2	-0.6	-4	0	3	0.3
45	Cc1cc(OCC(=O)N(Cc2ccccc2)C2CCS(=O)(=O)C2)ccc1Cl (configuration not stated)	-2.8	-7	-2.1	-0.9	-0.8	-2	1	1	/
46	O=C(CN1C(=O)c2ccccc2S1(=O)=O)NCc1ccc2c(c1)OCO2	-2.5	-2	0.0	0.3	0.0	-4	0	-4	-0.9
47	O=C(CN1CCCC1)N1CCCC(c2ccc(F)cc2)c2ccc(F)cc21 (configuration not stated)	-6.3	2	-0.1	1.0	0.5	2	0	-3	0.9
48	CCCN(CC(=O)NC(=O)NC1CCCCC1)CC(=O)Nc1cc(Cl)ccc1Cl	-3.4	-10	-0.4	1.4	-2.2	-4	-4	-8	0.5
49	Cc1cccc(CC2S/C(=N/c3ccccn3)NC2=O)c1 (configuration not stated)	-3.3	-4	-0.3	0.0	0.7	-2	3	-14	1.1
50	Cc1ccc(NC(=O)C2COc3ccccc3O2)cc1S(=O)(=O)N1CCCCC1 (configuration not stated)	-2.8	-10	1.3	6.6	-0.8	2	-4	11	-2.2
51	CC1CCCCC1NC(=O)/C(C#N)=C/C=C/c1ccccc1[N+](=O)[O-] (configuration not stated)	-4.5	-3	-0.4	-0.7	-0.3	-2	3	8	/
52	CC(=O)c1cccc(OCC(O)CNCC2CCCCC2)c1 (configuration not stated)	/	?	-3.4	0.0	0.7	-12	2	-1	-1.2
53	CCCCN(C)CCCNC(=O)c1ccc(N2CCCC2=O)cc1	0.0	10	0.7	-2.2	-0.2	-1	-4	4	-1.5
54	CC(=O)N1CCN(C(=O)COC(=O)c2oc3ccccc3c2C)CC1	-1.1	/	-3.6	-0.5	/	/	9	0	0.3
55	CN(CCC(=O)Nc1cc(S(=O)(=O)N(C)C)ccc1Cl)CC(=O)Nc1ccc(F)cc1	1.0	-5	0.1	0.2	2.0	14	6	-5	3.6
56	Cc1ccc(S(=O)(=O)N2CCN(C(=O)CSc3ccc(Cl)cc3)CC2)cc1	-3.3	-8	2.7	-0.9	0.3	-1	2	2	-0.6
57	CC(C)OC(=O)c1ccc(COC(=O)c2cccc(-c3nnc(-c4ccccc4)o3)c2)cc1	-1.4	-1	2.8	0.2	0.0	1	1	0	/
58	CCOC(=O)c1sc2ncn(/N=C/c3ccc(O)c(OC)c3)c(=O)c2c1C	-0.2	-4	3.0	0.6	0.0	-7	6	22	/
59	Cc1ccc(N(CC(=O)NCc2ccc(F)cc2)S(=O)(=O)c2cccs2)cc1	-0.9	1	-0.6	-0.7	0.2	0	0	11	/
60	Fc1ccc2cc(-c3ccsc3)ncc2c1	0.4	-5	-2.4	5.7	0.1	6	7	10	-1.1

One compound at a time, as listed above. Screens in order: FadD28 FP inh | BoNT F protease | Mtb UGM inh | PfHsp40 rescue | BoNT-A LC inh2 | Anthrax LF prot | Mtb FBA inh | GDH-TPI inh | BioA inh
Entry for Cc1ccc(N(CC(=O)NCc2ccc(F)cc2)S(=O)(=O)c2cccs2)cc1 → -0.9 | 1 | -0.6 | -0.7 | 0.2 | 0 | 0 | 11 | /
Entry for CC(C)c1ccc2[nH]c3nc(SCC(=O)N4CCOCC4)nnc3c2c1 → -2.7 | -5 | -0.5 | -1.1 | -1.5 | -6 | -1 | 6 | /

Continued.
#	smiles	FadD28 FP inh	BoNT F protease	Mtb UGM inh	PfHsp40 rescue	BoNT-A LC inh2	Anthrax LF prot	Mtb FBA inh	GDH-TPI inh	BioA inh
61	Cc1ccc(S(=O)(=O)N2CCOCC2)cc1C(=O)OCC(=O)NC1CCCC(C)C1C (configuration not stated)	/	-4	0.7	0.9	-2.1	-3	2	-1	0.3
62	Cc1cc(C)c(NC(=O)COC(=O)C2=COCCO2)c(Cl)c1	-1.0	10	-1.3	-0.1	4.7	0	7	2	-0.9
63	CC(C)(C)n1nc2c(c1NC(=O)Cc1ccc([N+](=O)[O-])cc1)CS(=O)(=O)C2	-2.0	0	-2.1	0.5	0.8	-3	2	-5	-0.3
64	O=C(CCn1c(=O)[nH]c2ccsc2c1=O)N1CC(=O)N(CCc2ccccc2)C(=O)C1	1.4	-6	-1.5	0.7	?	0	-2	4	1.7
65	CC(C)OC(=O)CSc1nnc(COc2ccc([N+](=O)[O-])cc2)n1C	-2.3	5	1.3	/	0.8	-7	-1	10	/
66	COc1ccc(CCNS(=O)(=O)CCNC(=O)c2ccc(OC)cc2)cc1	-1.5	21	3.9	-1.1	6.7	2	1	0	0.1
67	N#C/C(=C\c1ccccc1OCc1ccc(C(=O)O)cc1)C(=O)Nc1ccc(O)cc1	-6.8	-2	2.3	-2.0	0.0	-4	-3	20	/
68	COc1ccc(C2=Nn3c(nnc3-c3ccccc3OC)SC2)cc1OCC1CC1	-3.0	-2	-2.6	-0.8	-0.2	4	0	28	2.0
69	O=C(NC(c1ccc(Cl)cc1)P(=O)(Oc1ccccc1)Oc1ccccc1)OCc1ccccc1 (configuration not stated)	0.6	-11	2.6	-0.5	0.2	-1	-1	7	-4.5
70	Cc1ccc(-c2nnn(Cc3nc(N)nc(N4CCOCC4)n3)n2)cc1	-2.1	-1	-1.5	-1.2	0.0	1	-1	-11	-2.3
